GSK3beta inhib: human GSK3beta kinase inhibitors, primary screen, biochemical, cell-free homogeneous, HTS; Glycogen synthase kinase-3 beta (Homo sapiens), P49841; GST-GSK3beta kinase, ADP-Glo luminescence, 60 min; stronger effect = lower value; activity score (negative = inhibition), % at 10 µM; 0.038% of 300,000 active;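 active = more than half of replicate wells score below -50%, meaning over 50% inhibition versus plate controls; inconclusive = some replicates but at most half score below -50%; inactive = no replicate scores below -50%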;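 also: 0% = median DMSO wells and -100% = median GW8510 positive control wells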
Target sequence (P49841 whole entry, looked up): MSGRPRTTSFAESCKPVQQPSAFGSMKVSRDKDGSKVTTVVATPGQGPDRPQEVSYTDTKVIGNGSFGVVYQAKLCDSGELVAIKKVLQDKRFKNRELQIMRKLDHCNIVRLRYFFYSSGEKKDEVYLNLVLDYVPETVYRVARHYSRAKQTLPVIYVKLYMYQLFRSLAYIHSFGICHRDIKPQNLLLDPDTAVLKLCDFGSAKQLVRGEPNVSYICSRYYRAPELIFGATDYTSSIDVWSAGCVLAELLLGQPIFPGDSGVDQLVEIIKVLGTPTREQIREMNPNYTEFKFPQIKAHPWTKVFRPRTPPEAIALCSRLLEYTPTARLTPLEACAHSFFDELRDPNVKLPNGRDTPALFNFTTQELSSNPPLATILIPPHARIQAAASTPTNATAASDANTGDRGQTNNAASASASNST
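Test system: GST-fused GSK3beta enzyme, cell-free | Quantity: 1.6 ng GST-GSK3beta enzyme per well | Reagent: 25 µM ATP with peptide substrate | Schedule: 60 min enzyme reaction, room temperature | Signal: Luminescent ADP-Glo measurement of ADP formed | Read-out basis: Score relative to plate controls | Control set: DMSO and 20 µM GW8510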
IEC-6 tox: cytotoxicity in IEC-6 intestinal epithelial cells, primary screen, cytotoxicity control for KLF5 inhibitor project, cell-based, luminescence | inhibition, % at 5 µM | 0.78% of 290,000 active | IEC-6 cytotoxicity, luminescence viability; in the data active = inhibition above about 22%;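 also: 0% = plate median of test compound wells and 100% = cytotoxic reference compound wells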
KLF5 inhibitor: KLF5 expression inhibitors, primary screen, DLD-1 cells, luminescence | DLD-1 KLF5 promoter-luciferase reporter | inhibition, % at 5 µM | 0.23% of 290,000 active | AID 1700, 2009;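 active = inhibition above a per-plate limit of that plate's mean compound inhibition plus 3 SD, cut at about 60% in these data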;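 also: 0% = DMSO wells and 100% = LY294002 at 200 µM; higher means less KLF5 promoter-driven luciferase light; inactives centre near -14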
HSF1 inh: HSF1 inhibitors in luciferase reporter cells, primary screen, cell-based, NIH3T3, luminescence | 0.77% of 300,000 active | AID 2098, 2009 | NIH3T3-HGL HSE-luciferase, MG132-induced, luminescence 8 h; stronger effect = lower value | activity change, negative = inhibition, % at 7.5 µM (by protocol);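 active = more than half of replicate wells show activity change below -50%, luminescence cut by over half; inconclusive = some wells, but at most half, below -50%; inactive = no replicate well below -50%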;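 also: luciferase reports HSF-1 transcriptional activity via heat shock element; 0% = median of DMSO wells and -100% = zero luminescence signal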
HIF act: HIF pathway transcriptional activators, primary screen, cell-based, U2OS HRE-luciferase, luminescence | U2OS HRE-luciferase reporter; normalized: DMSO 0%, desferrioxamine 100% | activation, % at 7.5 µM (by protocol) | 0.32% of 300,000 active | AID 1910, 2009;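 active = mean activation of at least 10% of the iron chelator positive control signal, with at least half of replicates also reaching 10%; inconclusive = mean and replicate majority disagree about reaching 10%; inactive = mean and most replicates under 10%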
HSP90 refold inh: HSP90 inhibitors, primary screen, cell lysate, luminescence; Heat shock protein HSP 90 (rabbit reticulocyte lysate; luciferase refolding); Rabbit reticulocyte lysate, luciferase refolding luminescence, 3 h; inhibition, % at 5.6 µM; 0.91% of 290,000 active; AID 1789, 2009;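 active = inhibition above the screen-wide mean plus 3 SD, computed separately per campaign, cut at about 16% in these data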;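 also: 0% = DMSO wells and 100% = 60 µM geldanamycin wells; inhibitors lower the luminescence because luciferase stays unfolded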
AI-2 QS modul: Vibrio harveyi AI-2 quorum sensing modulators, primary screen, JMH597 strain, luminescence/OD600 ratio; Vibrio harveyi JMH597 AI-2 luminescence/OD600 ratio, 9 h; stronger effect = lower value; strain lacks LuxN and CqsS sensors; 0 = neutral-control median; 0.4% of 300,000 active; AID 2094, 2009; activity change, % at 7.5 µM; in the data active = activity change below about -75%, passing the limit was not always enough; inconclusive = no clear call, values can overlap the other calls;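 also: luminescence divided by OD600 gain over 9 h not by final OD600 alone; inactives centre near 13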
GSK3A inh: blockers of GSK3A enzyme activity – biochemical, luminescence, cell-free homogeneous, HTS, primary screen | 0.1% of 320,000 active | Glycogen synthase kinase-3 alpha (Homo sapiens), P49840 | GSK-3 alpha kinase, ADP-Glo luminescence, 60 min | AID 2650, 2010 | inhibition, % at 10 µM;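 in the data active = inhibition above about 50%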;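 also: GST-tagged GSK-3 alpha with peptide substrate and 25 µM ATP; 0% = DMSO neutral wells and 100% = GW8510 positive control wells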
Target sequence (P49840 whole entry, looked up): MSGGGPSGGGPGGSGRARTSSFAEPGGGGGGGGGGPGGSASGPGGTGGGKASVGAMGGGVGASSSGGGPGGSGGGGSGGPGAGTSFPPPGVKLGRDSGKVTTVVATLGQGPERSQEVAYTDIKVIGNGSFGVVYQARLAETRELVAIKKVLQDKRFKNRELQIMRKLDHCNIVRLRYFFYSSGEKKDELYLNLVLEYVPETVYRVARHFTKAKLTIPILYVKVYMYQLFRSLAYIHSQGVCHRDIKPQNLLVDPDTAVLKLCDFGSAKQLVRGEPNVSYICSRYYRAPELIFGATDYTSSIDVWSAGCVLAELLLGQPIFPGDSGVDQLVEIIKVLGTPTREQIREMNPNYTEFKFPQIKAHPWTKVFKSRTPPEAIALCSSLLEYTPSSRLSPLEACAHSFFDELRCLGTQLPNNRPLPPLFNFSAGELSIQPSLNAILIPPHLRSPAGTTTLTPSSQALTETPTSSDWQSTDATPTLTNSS
HSF1 activator: HSF-1 activators, primary screen, NIH3T3-HGL cells, MG132 stress, luminescence, single point; activation, % at 9 µM; 1.7% of 300,000 active; NIH3T3-HGL HSF-1 luciferase reporter, 8 h; 100% = twice DMSO control signal;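 active = mean replicate activation of at least 50% with a set share of replicates each reaching 50%; inconclusive = only one of those two conditions met; inactive = mean below 50% and too few replicates reaching it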;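 also: 0% = median of the neutral control wells and 100% = twice that signal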
aSyn 5UTR inh: MLPCN primary screen, SNCA 5' untranslated region; alpha-synuclein 5'UTR reporter, inhibitor activity; inhibition, % (tested at 7.5 µM); 0.82% of 300,000 active; in the data active = inhibition above about 60%; inconclusive = no clear call, values can overlap the other calls;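 also: H4 neuroglioblastoma cells stably carrying SNCA 5'UTR luciferase fusion; 0% = DMSO wells and 100% = positive control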
The depositor's hits bear a star.

`O=S(=O)(c1ccccc1)c1nc(-c2ccco2)oc1NCc1ccco1` gave GSK3beta inhib -0.5, IEC-6 tox -3.5, KLF5 inhibitor 8.3, HSF1 inh -2.1, HIF act 1.3, HSP90 refold inh 0.0, AI-2 QS modul 8.4, GSK3A inh -2.4, HSF1 activator -13.4 and aSyn 5UTR inh -11.3.
Screening N#Cc1ccc(OCC(=O)Nc2cccc(S(=O)(=O)NC3=NCCCCC3)c2)cc1 returned GSK3beta inhib -3.4, HSF1 inh 1.7, HIF act -1.8, AI-2 QS modul 14.3, GSK3A inh 0.7, HSF1 activator 6.2 and aSyn 5UTR inh -3.9.
For O=C(CCN1C(=O)C2C3C=CC(C4CC34)C2C1=O)Oc1ccccc1 (stereo not drawn) the results were GSK3beta inhib 1.4, IEC-6 tox 2.1, KLF5 inhibitor -11.6, HSF1 inh -2.4, HIF act -0.2, HSP90 refold inh 0.3, AI-2 QS modul 14.3, GSK3A inh -0.3, HSF1 activator -3.4 and aSyn 5UTR inh -12.5.
For CN(C)S(=O)(=O)c1ccc(Cl)c(C(=O)NCCNC(=O)c2cc(S(=O)(=O)N(C)C)ccc2Cl)c1 the results were GSK3beta inhib -6.8, IEC-6 tox -8.4, KLF5 inhibitor -20.7, HSF1 inh 2.2, HIF act -1.2, HSP90 refold inh -2.5, AI-2 QS modul 22.8, GSK3A inh -0.8, HSF1 activator -4.2 and aSyn 5UTR inh -8.0.
Screening CCOc1ccccc1N(C(=O)c1snc(C(N)=O)c1N)C(C(=O)NCC1CCCO1)c1ccc2ncccc2c1 (stereo not drawn) returned GSK3beta inhib -3.4, IEC-6 tox 8.9, KLF5 inhibitor -10.4, HSF1 inh -0.5, HIF act -0.2, HSP90 refold inh -3.1, AI-2 QS modul 14.1, GSK3A inh 0.5, HSF1 activator 14.1 and aSyn 5UTR inh 31.1.
`O=C(Nc1ccc(F)cc1)c1ccccc1` gave GSK3beta inhib 1.4, IEC-6 tox -5.9, KLF5 inhibitor -84.2, HSF1 inh 28.7, HIF act 1.6, HSP90 refold inh 0.0, AI-2 QS modul 6.8, GSK3A inh -3.1, HSF1 activator 64.6* and aSyn 5UTR inh -83.3.
For CCOC(=S)SCC(=O)N1CCc2ccccc2C1C1C(=O)CC(C)(C)CC1=O (stereo not drawn) the results were GSK3beta inhib 3.0, IEC-6 tox 1.5, KLF5 inhibitor -5.5, HSF1 inh 5.1, HIF act 0.1, HSP90 refold inh 0.0, AI-2 QS modul 10.2, GSK3A inh -0.5, HSF1 activator -16.1 and aSyn 5UTR inh -4.6.
`CCOc1ccc2nc(SCc3ccc(F)cc3)sc2c1` gave GSK3beta inhib -0.4, IEC-6 tox -0.7, KLF5 inhibitor -14.0, HSF1 inh 14.5, HIF act 1.5, HSP90 refold inh -1.0, AI-2 QS modul 3.4, GSK3A inh -1.9, HSF1 activator 13.5 and aSyn 5UTR inh -67.7.
Screening CCCCCCOc1ccc(/C=C/C(=O)N2CCOCC2)cc1OC returned GSK3beta inhib 0.4, IEC-6 tox -5.9, KLF5 inhibitor 0.9, HSF1 inh 4.4, HIF act 0.0, HSP90 refold inh -3.0, AI-2 QS modul 16.8, GSK3A inh -0.8, HSF1 activator 17.4 and aSyn 5UTR inh 26.6.
`Cc1nc(C(=O)N2CCCC(C(=O)c3ccc(Cl)cc3)C2)cs1` (stereo not drawn) gave GSK3beta inhib 2.4, IEC-6 tox 3.2, KLF5 inhibitor 2.8, HSF1 inh -3.2, HIF act -0.2, HSP90 refold inh -0.1, AI-2 QS modul 0.6, GSK3A inh -0.4, HSF1 activator -26.9 and aSyn 5UTR inh 3.6.
`Cn1c(N2CCN(C(c3ccccc3)c3ccccc3)CC2)nc2c1c(=O)[nH]c(=O)n2C` gave GSK3beta inhib 2.0, IEC-6 tox -3.3, KLF5 inhibitor 0.4, HSF1 inh -3.9, HIF act 0.3, HSP90 refold inh 1.7, AI-2 QS modul 17.8, GSK3A inh -0.8, HSF1 activator 0.6 and aSyn 5UTR inh -10.9.
For Cc1ccc(C2=NN(C)c3nc4ccccc4n3C2)cc1 the results were GSK3beta inhib 1.5, IEC-6 tox 1.7, KLF5 inhibitor -28.6, HSF1 inh -4.3, HIF act 1.0, HSP90 refold inh -1.6, AI-2 QS modul -4.2, GSK3A inh -3.9, HSF1 activator 3.6 and aSyn 5UTR inh -47.5.
`C=CCn1c(SCC(=O)Nc2ccccc2-c2ccccc2)nc2cc(C(=O)O)ccc2c1=O` gave GSK3beta inhib 0.7, IEC-6 tox 8.9, KLF5 inhibitor 9.2, HSF1 inh 3.8, HIF act -0.1, HSP90 refold inh -2.2, AI-2 QS modul 9.3, GSK3A inh -1.1, HSF1 activator 25.2 and aSyn 5UTR inh 11.0.
`CCOc1ccccc1NC(=O)c1cc(CC(C)C)oc1C` gave GSK3beta inhib 1.7, IEC-6 tox -3.3, KLF5 inhibitor -27.2, HSF1 inh 0.1, HIF act 0.4, HSP90 refold inh -2.7, AI-2 QS modul 15.6, GSK3A inh 0.0, HSF1 activator 6.2 and aSyn 5UTR inh -6.6.
CCOC(=O)C1CCCN(c2c(NCc3ccco3)c(=O)c2=O)C1 (stereo not drawn) was read as GSK3beta inhib -2.0, IEC-6 tox 1.3, KLF5 inhibitor 17.7, HSF1 inh -0.8, HIF act 0.0, HSP90 refold inh -3.4, AI-2 QS modul 4.1, GSK3A inh 0.5, HSF1 activator -6.3 and aSyn 5UTR inh 29.3.
CC(=NC1CC1)C1=C(O)c2ccccc2C1=O was read as GSK3beta inhib -4.0, IEC-6 tox -3.1, KLF5 inhibitor -106.9, HSF1 inh 12.7, HIF act 3.9, HSP90 refold inh 0.8, AI-2 QS modul 0.8, GSK3A inh 4.5, HSF1 activator 10.4 and aSyn 5UTR inh -177.0.
`CCCc1nc(SCC(=O)c2ccc(F)cc2)c2ccccc2n1` gave GSK3beta inhib 2.3, IEC-6 tox -0.2, KLF5 inhibitor -13.9, HSF1 inh 13.4, HIF act 0.2, HSP90 refold inh 1.4, AI-2 QS modul 33.4, GSK3A inh -0.2, HSF1 activator 22.7 and aSyn 5UTR inh -25.3.
For Cc1ccc2[nH]c(O)c(N=NC(=O)C(C)n3cnc4ccccc4c3=O)c2c1 (stereo not drawn) the results were GSK3beta inhib 0.4, IEC-6 tox -4.6, KLF5 inhibitor -7.6, HSF1 inh 11.4, HIF act 0.2, HSP90 refold inh -7.2, AI-2 QS modul 43.7, GSK3A inh -1.5, HSF1 activator 44.3 and aSyn 5UTR inh -35.5.
`CCOC(=O)C(NC(=O)Nc1ccc(F)cc1F)(Oc1ccccc1)C(F)(F)F` (stereo not drawn) gave GSK3beta inhib 1.7, IEC-6 tox -1.8, KLF5 inhibitor -32.0, HSF1 inh -3.7, HIF act 0.3, HSP90 refold inh 5.5, AI-2 QS modul 19.9, GSK3A inh -1.1, HSF1 activator 12.8 and aSyn 5UTR inh 1.9.
COc1cc(OC)c(C(=O)NC2CC(C)(C)NC(C)(C)C2)cc1OC was read as GSK3beta inhib 4.8, IEC-6 tox -0.9, KLF5 inhibitor -14.9, HSF1 inh -3.4, HIF act -2.5, HSP90 refold inh 0.3, AI-2 QS modul 32.2, GSK3A inh -2.4, HSF1 activator -5.6 and aSyn 5UTR inh -5.1.
`Cc1ccc(C(=O)CCNc2ccc(Br)cc2)o1` gave GSK3beta inhib 0.4, IEC-6 tox -1.8, KLF5 inhibitor -39.7, HSF1 inh 23.5, HIF act 4.4, HSP90 refold inh -1.1, AI-2 QS modul inconclusive, GSK3A inh -0.5, HSF1 activator 35.5 and aSyn 5UTR inh -99.3.
O=C(CSc1ccc(-c2ccc(-n3cccn3)cc2)nn1)Nc1ccc([N+](=O)[O-])cc1 was read as GSK3beta inhib -1.4, HSF1 inh -1.3, HIF act 1.5, AI-2 QS modul 13.8, GSK3A inh 3.2, HSF1 activator 8.6 and aSyn 5UTR inh -99.7.
`CCOC(=O)N1CCN(S(=O)(=O)c2cccc3nsnc23)CC1` gave GSK3beta inhib -1.6, IEC-6 tox -4.0, KLF5 inhibitor -16.5, HSF1 inh 10.8, HIF act -0.1, HSP90 refold inh -0.6, AI-2 QS modul 8.7, GSK3A inh -0.7, HSF1 activator 14.8 and aSyn 5UTR inh -1.6.
For CCN1CCN(C(c2cccs2)C(C)NC(=S)NC2CCCCC2)CC1 (stereo not drawn) the results were GSK3beta inhib -0.8, IEC-6 tox 2.3, KLF5 inhibitor -11.2, HSF1 inh -1.2, HIF act -0.2, HSP90 refold inh -2.8, AI-2 QS modul 1.4, GSK3A inh -2.3, HSF1 activator -7.7 and aSyn 5UTR inh -3.0.
COc1cc2c(cc1NC(=O)CN(C)Cc1ccc(OC)c(OC)c1)oc1ccccc12 was read as GSK3beta inhib -0.5, IEC-6 tox 15.4, KLF5 inhibitor 7.0, HSF1 inh 6.4, HIF act 1.5, HSP90 refold inh 5.4, AI-2 QS modul 76.9, GSK3A inh 7.6, HSF1 activator 18.4 and aSyn 5UTR inh -34.4.
For O=C(Nc1ccc(F)cc1F)N1CCN(CCc2ccccc2)CC1 the results were GSK3beta inhib -1.4, IEC-6 tox 0.4, KLF5 inhibitor -13.4, HSF1 inh -10.9, HIF act 0.0, HSP90 refold inh -0.7, GSK3A inh -1.8, HSF1 activator -5.8 and aSyn 5UTR inh 16.8.
Cc1ccc2c(c1)C(=O)OC1(O)C3C4C=CC(C4)C3C(=O)N21 (stereo not drawn) was read as GSK3beta inhib -1.0, IEC-6 tox -0.8, KLF5 inhibitor 12.8, HSF1 inh -27.7, HIF act 0.2, HSP90 refold inh -2.5, AI-2 QS modul 14.0, GSK3A inh 6.6, HSF1 activator -40.3 and aSyn 5UTR inh -10.3.
For CCCc1cc(=O)n(-c2nc3ccccc3s2)[nH]1 the results were GSK3beta inhib 2.8, IEC-6 tox -0.2, KLF5 inhibitor 6.9, HSF1 inh -4.1, HIF act 0.3, HSP90 refold inh 5.7, AI-2 QS modul 20.2, GSK3A inh -1.4, HSF1 activator -4.0 and aSyn 5UTR inh 8.3.
`CC(CCc1ccccc1)NC(=O)C(C)OC(=O)c1ccco1` (stereo not drawn) gave GSK3beta inhib 3.7, HSF1 inh -1.9, HIF act -0.3, AI-2 QS modul 20.8, GSK3A inh -2.2, HSF1 activator -18.6 and aSyn 5UTR inh -2.2.
Cc1ccc(SCC(=O)NCCCc2ccccc2)cc1 was read as GSK3beta inhib 1.3, IEC-6 tox -3.9, KLF5 inhibitor -44.9, HSF1 inh -5.1, HIF act 0.0, HSP90 refold inh -2.9, AI-2 QS modul 16.0, GSK3A inh -4.1, HSF1 activator -2.7 and aSyn 5UTR inh 8.0.

Rows are unselected; 4.7% or so of the library scored in one or more.
